Bioassay records as filed in PubChem BioAssay.
PLK1 PBD inh = PLK1 (human) polo-box domain binding inhibition; P53350; Plk1 PBD binding of FITC phosphopeptide, fluorescence polarization; Potency, µM, for inactives: max response, negative = inhibition, usual class: inhibitors; 360,000 tested, 2.8% active; also: potency is read from the fitted curve at half-maximal effect; series mostly up to about 57 µM; % is scaled to controls: 0 for no effect and ±100 for the full control effect; nearly all actives have a fitted effect of over 65% in size
Mm-Cpn inhibitor = M. maripaludis TRiC chaperonin inhibition; purified Mm-Cpn ATPase, ADP Transcreener TR-FRET; Potency, µM (top dose mostly 76.9 µM), for inactives: at the highest dose activity, negative = inhibition, hits mostly inhibitors; 330,000 tested, 0.031% active; also: potency is read from the fitted curve at half-maximal effect; % is scaled to controls: 0 for no effect and ±100 for the full control effect; nearly all actives have a fitted effect of over 80% in size
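Measured: ADP formation by purified Mm-CPN. Conditions: 25 nM protein, 10 uM ATP, Tris pH 7.4 with Mg2+, K+ and DTT, 37°C for 30 min. Detection: Transcreener HTRF after 30 min at room temperature.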
EPAC1 ag = activates human EPAC1 exchange factor; Potency, µM (highest dose often 154 µM), without a hit: at the top dose activation, actives largely listed as activators; AID 720707; 360,000 tested, 0.073% active; O95398; EPAC1 agonist qHTS, biochemical assay; response scale: 100% = response to 6.5 mM cAMP; also: potency is read from the fitted curve at half-maximal effect; nearly all actives have a fitted effect of over 60% in size
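EPAC1 100 nM, Rap1B–BODIPY-GDP 250 nM, unlabeled GDP 50 uM; compound titration; 5 min RT; kinetic read ex480/em540 at 5-min intervals ×30 min; data normalized to 6.5 mM cAMP agonist control.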
EPAC2 antag = blocks human EPAC2 exchange factor; Q8WZA2; EPAC2 GEF exchange of Rap1B-BODIPY-GDP, fluorescence; Potency, µM (top dose mostly 114 µM), for inactives: at the top dose activity, negative = inhibition, usual class: inhibitors; 360,000 tested, 0.18% active; AID 720708; also: potency is read from the fitted curve at half-maximal effect; % is scaled to controls: 0 for no effect and ±100 for the full control effect; nearly all actives have a fitted effect of over 45% in size; many of its hits are not listed in these tables
PI5P4Ka inh = blocks human PI5P4K alpha kinase activity; 330,000 tested, 1.2% active; max response, %; P48426; PI5P4Kalpha enzyme, ADP-Glo luminescence, 60 min; hits give low values; active = max response of -50% or lower; inconclusive = between -30% and -50%; inactive = -30% or higher; also: value at the top dose of about 77 µM; % is scaled to controls: 0 for no effect and ±100 for the full control effect
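ADP-Glo luminescence end-point after a 60 min room-temperature kinase reaction. PI5P4Kalpha and substrate in HEPES pH 7.4 buffer with EGTA, 0.1% CHAPS and 5% DMSO; ATP at 5 microM final.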
EPAC1 antag = EPAC1 (human) antagonism. O95398. EPAC1 GEF assay, Rap1b-BODIPY-GDP exchange fluorescence. Potency, µM (series often up to 115 µM), inactives show at the highest dose activity change, negative = inhibition, most hits filed as inhibitors. 360,000 tested, 0.14% active;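 also: potency is read from the fitted curve at half-maximal effect; plate controls were vehicle for no effect and positive control for full effect; nearly all actives have a fitted effect of over 50% in size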
CCT chaperon mod = changes cytosolic chaperonin activity; 360,000 tested, 0.3% active; activity change, % (test concentration not listed), hits read low; purified chaperonin ATPase assay, HTRF ADP detection, 30 min; AID 651819; in the data active = activity change below about -30%; also: % is scaled to controls: 0 for no effect and ±100 for the full control effect
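We incubate TRiC, 40 or 20 nM final, with library compounds at 76 uM and 10 uM ATP for 30 min at 37 °C. ADP formed is detected with Transcreener HTRF reagents after 30 min at room temperature.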
WRN inhibitor = blocks human WRN helicase. WRN helicase unwinding, fluorescent forked duplex, kinetic. Q14191. Potency, µM (doses to about 114 µM), for inactives: at the top dose activity change, negative = inhibition, usual class: inhibitors. 360,000 tested, 0.46% active; also: potency is read from the fitted curve at half-maximal effect; % is scaled to controls: 0 for no effect and ±100 for the full control effect; nearly all actives have a fitted effect of over 55% in size
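Kinetic red-fluorescence monitoring (525/598 nm) tracks WRN helicase activity after 100 nM fluorophore-quencher forked duplex and 2 mM ATP are added to 20 nM enzyme pretreated 15 min at room temperature with compound.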
* hit, by the source's call; ? = inconclusive; . = no result given; [ ] = dose if it differs, or a comment. Unless noted, calls follow the shape of the dose curve; as a rule, active = well fitted curve in the direction sought with a large enough effect; inconclusive = small, poorly fitted or top-dose-only effect, or another doubt; inactive = no such curve, though single readings can be large; an effect the other way counts as inactive or inconclusive.

SMILES	PLK1 PBD inh	Mm-Cpn inhibitor	EPAC1 ag	EPAC2 antag	PI5P4Ka inh	EPAC1 antag	CCT chaperon mod	WRN inhibitor
C=CCC[C@H](Cc1ccc(F)cc1)C(=O)OC[C@H](C)NC(=O)[C@H](CC=C)CC(=O)N(CCO)Cc1ccccc1	9%	1%	-29%	-29%	14	-24%	1.8	-11%
COCCNC(=O)C1(C)CCCN(Cc2cc(-c3ccccc3)nn2C)C1 (stereo not drawn)	-14%	.	13%	-22%	-1	-2%	-1.3	1%
CCCCOc1ccc(S(=O)(=O)N2CCN(C)CC2)cc1	-13%	.	5%	-8%	4	-13%	-0.9	?
O=C(NCc1cc(C(F)(F)F)cc(C(F)(F)F)c1)C1CC(c2c(Cl)cccc2Cl)=NO1 (stereo not drawn)	4%	1%	-26%	?	5	-23%	2.1	-5%
Cc1cc(-c2c(C(=O)N3CCOCC3)c(C)nn2-c2cccc(C(F)(F)F)c2)no1	-16%	0%	3%	3%	-2	6%	0.1	5%
N=C1/C(=C/c2cccn2Cc2ccc(Cl)cc2)C(=O)N=C2SC=CN12	-6%	0%	-4%	-6%	2	-27%	-2.7	-14%
N/C(CN1CCCC1=O)=N\OC(=O)c1ccc(Cl)c(Cl)c1	-6%	-1%	-3%	-3%	-11	10%	-3.2	-33%[57.1 µM]
Cc1cc(C)c2c(=O)[nH]c(SCC(=O)Nc3cccc(S(=O)(=O)N(C)C)c3)nc2n1	-6%	3%	3%	1%	0	-15%	0.5	-23%
COC(=O)CC1C(=O)NCCN1C(=O)c1ccc(S(=O)(=O)N2CCOCC2)cc1 (stereo not drawn)	-4%	2%	4%	4%	6	-12%	0.8	-2%
CN(C)c1cc(C(=O)N(C)c2ccccc2)ncn1	7%	.	-6%	1%	12	-14%	-0.9	4%
CCOc1ccccc1N1CCN(C(=O)c2cc(C)oc2C)CC1	2%	1%	4%	3%	.	-12%	-1.0	-5%
CCCCCn1c(N2CCN(Cc3ccccc3)CC2)nc2c1c(=O)[nH]c(=O)n2C	-4%	0%	-1%	7%	.	11%	-0.1	3%
Cc1nn(-c2ccccc2)c(C)c1/C=N/NC(=O)c1cc(-c2cccs2)[nH]n1	-3%	2%	-5%	-4%	-17	-10%	-0.4	-4%
O=C(Nc1nnc(C2=COCCO2)o1)c1ccc([N+](=O)[O-])cc1	-1%	0%	10%	18%	1	-9%	1.2	-7%
CCCCCCCNC1=CC(=O)CC(c2ccccc2)C1 (stereo not drawn)	-25%	0%	-6%	-8%	5	-13%	-1.8	-6%
COc1ccc(NC(=O)c2ccc(NC(=O)CN3CCN(c4ccccc4)CC3)cc2)cc1	0%	-4%	2%	2%	-9	6%	3.4	1%
CC(OC(=O)c1cc2ccccc2o1)C(=O)Nc1ccc(N2CCOCC2)cc1 (stereo not drawn)	-11%	-3%	3%	-5%	-6	-20%	-0.5	-8%
Cc1cc(-c2ccccc2)cc(-c2ccccc2)[n+]1C	-1%	1%	0%	9%	-5	-18%	0.5	-13%
COC(=O)C1(C(=O)OC)C[C@H](/C=C/c2ccccc2)N(Cc2ccccc2OC)[C@@H]1c1cccc(Br)c1	4%	.	0%	3%	-3	-14%	.	-3%
CCc1ccc(NCc2nc3ccccc3c(=O)[nH]2)cc1	-4%	-2%	6%	-4%	.	-6%	-1.0	-11%
COC(=O)c1cnc(Nc2nc(C(N)Cc3ccc(Cl)cc3)cs2)nc1C(F)(F)F (stereo not drawn)	-2%	.	-20%	13%	-10	3%	1.0	-1%
Cc1ccc(C(C)C)c(OCCNC(=O)c2cncc(Br)c2)c1	-3%	1%	0%	-12%	15	-11%	0.3	-13%
CCOC(=O)C1(Cc2ccccc2)CCN(Cc2cn[nH]c2-c2ccccc2)CC1	-10%	?	7%	-13%	5	-3%	-2.8	-10%
Cc1[nH]c2ccccc2c1C=NNC(=O)c1cc(-c2cccnc2)nc2ccccc12	1%	-4%	25%	-4%	-4	-25%	-1.7	-10%
CCN1C(=O)[C@@H]2[C@H](C1=O)[C@@H]1C(=O)Nc3ccccc3C(=O)N1[C@@H]2c1ccc(OC)cc1	3%	-2%	-5%	21%	6	6%	-1.2	-6%

(continued)
SMILES	PLK1 PBD inh	Mm-Cpn inhibitor	EPAC1 ag	EPAC2 antag	PI5P4Ka inh	EPAC1 antag	CCT chaperon mod	WRN inhibitor
CCC(C)(C)NC(=O)C(c1ccc(OC)cc1)N(C(=O)CCC(=O)Nc1cc(C)on1)C1CC1 (stereo not drawn)	6%	0%	-5%	0%	9	-13%	-0.8	2%
CCCC(=Nc1ccccc1OC)C1=C(O)CC(c2ccccc2)CC1=O (stereo not drawn)	6%	1%	-5%	-1%	3	4%	1.3	-2%
Cc1ccc(C(=O)Nc2ccc(F)cc2)o1	-9%	2%	-10%	-11%	1	-15%	1.7	-17%
C=CCNC(=S)N(CC)c1cccc2ccccc12	-8%	0%	-7%	-18%	-3	-20%	-2.2	5%
CC(C)CN1CCN(Cc2ccc3ncccc3c2)CC1CCO (stereo not drawn)	3%	-2%	9%	6%	8	2%	0.4	-5%
CC(=O)c1ccc(OCC(O)CN2CCN(S(=O)(=O)c3cccc(Br)c3)CC2)cc1 (stereo not drawn)	-1%	-1%	-2%	17%	-2	-15%	0.4	4%
Nc1c(-c2ccccc2)nc(Cl)nc1-c1ccccc1	4%	-3%	-1%	-9%	-4	-18%	3.3	-3%
CSCCC(Nc1ccc(S(=O)(=O)N2CCOCC2)cc1[N+](=O)[O-])C(=O)OCC(=O)N(C(C)C)C(C)C (stereo not drawn)	2%	3%	9%	-1%	10	-3%	0.6	-8%
O=C(CSc1nc2ncccc2[nH]1)NC1CCCC1	?	1%	-3%	1%	8	-1%	0.3	3%
c1ccc(-c2ccccc2OCCCN2CCOCC2)cc1	-10%	0%	7%	-7%	-6	2%	-3.4	11%
CCN(CC)S(=O)(=O)c1cccc(NC(=O)CCSc2ccc(Cl)cc2)c1	-1%	2%	-5%	-1%	12	-11%	2.7	-21%
CCc1nc(NC(C)C)c2oc3ccccc3c2n1	-4%	-4%	2%	10%	17	3%	-1.0	2%
CCn1c(SC(C)C(=O)O)nnc1-c1cccnc1 (stereo not drawn)	-5%	4%	0%	-2%	.	?	-0.7	0%
CSc1ccc(Cl)c(C(=O)Nc2nccs2)c1	-10%	0%	1%	?	1	3%	1.4	2%
CC(NCCC1(C(C)C)CCOC(C)(C)C1)c1cccs1 (stereo not drawn)	4%	-1%	-5%	-1%	-8	1%	-0.4	1%
O=C(Nc1cnccn1)c1csc2ccccc12	-12%	2%	0%	6%	.	-14%	-1.0	1%
Cn1ncc([N+](=O)[O-])c1C(=O)Nc1ccc(Cl)cc1	-14%	1%	1%	-4%	-4	-1%	-0.6	3%
COc1ccc(-c2oc3c(c2C#CCCCCO)C(OCCO)CC3)cc1 (stereo not drawn)	-3%	.	1%	-1%	5	7%	-1.2	5%
O=C(NC1CC2CCCC(C1)N2C(=O)Nc1ccc(F)cc1)c1ccccc1 (stereo not drawn)	-5%	-1%	12%	1%	10	3%	1.1	5%
CN(C)C(=O)C1=NOC2(C1)C(=O)Nc1ccccc12 (stereo not drawn)	0%	.	-10%	1%	-1	-13%	1.3	0%
O=c1oc(Nc2cccc(Cl)c2)nc2ccccc12	-3%	-2%	-10%	3%	-5	1%	-0.8	8%
O=C(c1cc2sccc2n1Cc1ccc(F)cc1)N1CCN(c2nc3ccccc3s2)CC1	0%	?	2%	0%	3	7%	-5.0	-7%
COc1ccccc1CC(NC(C)=O)C(=O)NC1CCN(C(=O)c2ccc([N+](=O)[O-])cc2)CC1 (stereo not drawn)	4%	-1%	7%	13%	1	-2%	-1.0	5%
O=C1NN(c2ccc(Br)cc2)C(=O)/C1=C\c1ccc(O)cc1O	30µM*	3%	5%	-14%	?	-26%	3.2	-19%
CN1CCN(C(=O)c2cnn3c(C(F)(F)F)cc(-c4cccs4)nc23)CC1	-5%	-5%	0%	4%	-1	-7%	-3.7	5%

Further compounds:
SMILES	PLK1 PBD inh	Mm-Cpn inhibitor	EPAC1 ag	EPAC2 antag	PI5P4Ka inh	EPAC1 antag	CCT chaperon mod	WRN inhibitor
COc1ccc(S(=O)(=O)N2CCCC(C(=O)NCc3ccccn3)C2)cc1Cl (stereo not drawn)	-8%	-1%	8%	1%	.	5%	1.0	2%
CCNC(=S)NCCN1CCOCC1	-8%	0%	-1%	6%	2	-3%	-1.3	0%
CCOC(=O)C1CCN(C(=O)C(C)Oc2ccc(C(=O)c3ccccc3)cc2)CC1 (stereo not drawn)	5%	-4%	7%	0%	8	18%	-0.9	4%
Cc1nn(-c2ccccc2)c2nc(C(Cl)(Cl)Cl)[nH]c(=O)c12	?	-2%	6%	0%	8	-23%	-1.5	-26%
COc1ccc(NC(=S)Nc2ccc(C)c(Cl)c2)cc1OC	-2%	?	-3%	2%	2	11%	-1.7	-3%
CSCC(=O)N1CCCC(CNC(=O)c2ccc(-c3ccccc3)cc2)C1 (stereo not drawn)	?	-3%	-3%	1%	-6	-20%	1.5	9%
CCOc1ccc(NC(=O)CCCn2nc(C)c3c(C)n(-c4ccccc4)nc3c2=O)cc1	-11%	-1%	16%	0%	6	13%	-2.7	-6%
CC/C(=N\N=C1\SC(C)C(=O)N1Cc1ccco1)c1ccccc1 (stereo not drawn)	-5%	1%	10%	-14%	11	0%	1.7	-13%
COC(=O)CSc1nc(NC(C)C)nc(N(C)C)n1	-2%	0%	-1%	-13%	3	-3%	-2.6	-2%
COc1ccccc1Nc1ncnc2c1cnn2-c1cccc(C)c1	3%	-5%	13%	-9%	.	-1%	1.3	-4%
Cc1c(Cl)c([N+](=O)[O-])nn1CCCC(=O)Nc1cc(Cl)ccc1Cl	-2%	1%	-14%	18%	2	-2%	1.4	-4%
COc1cccc2cc(C(=O)Oc3ccccc3)c(=O)oc12	-7%	-6%	11%	-5%	6	-2%	1.8	-9%

A run of entries from further up, as a working copy:
SMILES	PLK1 PBD inh	Mm-Cpn inhibitor	EPAC1 ag	EPAC2 antag	PI5P4Ka inh	EPAC1 antag	CCT chaperon mod	WRN inhibitor
COC(=O)CSc1nc(NC(C)C)nc(N(C)C)n1	-2%	0%	-1%	-13%	3	-3%	-2.6	-2%
COc1ccccc1Nc1ncnc2c1cnn2-c1cccc(C)c1	3%	-5%	13%	-9%	.	-1%	1.3	-4%
Cc1c(Cl)c([N+](=O)[O-])nn1CCCC(=O)Nc1cc(Cl)ccc1Cl	-2%	1%	-14%	18%	2	-2%	1.4	-4%
COc1cccc2cc(C(=O)Oc3ccccc3)c(=O)oc12	-7%	-6%	11%	-5%	6	-2%	1.8	-9%

The list is partial; rates above refer to the full screens.
